MPTP block: mitochondrial permeability transition pore inhibitors, primary screen, biochemical, isolated mouse mitochondria, absorbance; Ca2+ swelling absorbance, 30 min; inhibition, % at 10 µM; 1.4% of 360,000 active;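 active = inhibition of 50% or more, scaled per plate between neutral and stimulator controls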;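 also: 0% = DMSO wells given calcium and 100% = 1 mM EGTA wells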
Numbers without * were called inactive. The list is partial; count on the stated rates, not on these rows.

MPTP block | SMILES
1.0 | Cc1c(C(=O)NCc2ccc(C(F)(F)F)cc2)sc(=O)n1Cc1ccc(S(=O)(=O)N(C)C)cc1
1.5 | CCOC(=O)C1=CCN(S(=O)(=O)c2ccc(C)cc2)C1c1cccc(F)c1 (stereo unspecified)
-0.4 | CCCCn1nnnc1C(c1ccccc1)N1CCN(c2ncccn2)CC1 (stereo unspecified)
-3.7 | Cc1csc(=O)n1CCC(=O)OCC(=O)Nc1ccc(N2CCOCC2)cc1
0.4 | CN1OC[C@@H]2CN(C(=S)NCCc3ccccc3)[C@H](c3ccc(-n4ccnc4)cc3)C[C@@H]21
-2.1 | COC(=O)[C@]12CCCCC=C1N(Cc1ccc3c(c1)OCO3)C(=O)[C@H](CC(=O)NCc1cccc3ccccc13)C2
-0.7 | Cc1ccc(C(=O)NCCN2CCC(n3c(=O)[nH]c4ccccc43)CC2)cc1
-0.6 | COc1cccc(Cn2c3ccc(NC(=O)CCc4ccc(F)cc4)cc3c(=O)n2C)c1
0.1 | COc1cccc(OCc2cc(C(=O)N(C)C3CCCCC3)no2)c1
0.5 | CC(C)c1ccc(Nc2ncc3c(n2)CCN(C(=O)NC2CCCCC2)C3)cc1
-1.9 | CNc1ncnc2c1ncn2[C@H]1CN(Cc2ccccc2)C[C@@H](CO)O1
2.3 | Nc1[nH]c(C(=O)c2ccccc2)c(-c2ccccc2Cl)c1C(=O)c1ccccc1
-0.6 | COCc1cccc(-c2csc(C(O)c3ccc(OC)cc3)n2)c1 (stereo unspecified)
0.8 | CCNC(=O)C1(C)CCCN(Cc2ccc3ccccc3c2Br)C1 (stereo unspecified)
2.0 | Cc1nc(-c2ccccc2)sc1C(=O)NS(=O)(=O)c1ccc(CN2CCN(c3ccccc3)CC2)cc1
0.0 | CCCS(=O)(=O)NC(=O)C1(C)CCN(C(=O)c2ccc(OC)c(F)c2)C1 (stereo unspecified)
0.6 | COC(=O)c1cn(CC(C)n2c(=O)c3ccccc3n2Cc2cc(C(C)C)no2)nn1 (stereo unspecified)
0.2 | CC1(C(=O)NC2CCCC2)CCC(=O)N1CCOc1ccccc1 (stereo unspecified)
-0.6 | O=C(NCc1cccnc1)C(=O)NCC1OCCCN1S(=O)(=O)c1cc(F)ccc1F (stereo unspecified)
1.3 | COCCCN1C(=O)C(CC(=O)NCC2CCCCC2)CC(C(=O)N(C)C)=C1C (stereo unspecified)
0.2 | O=C(COC(=O)c1cccc(S(=O)(=O)N2CCCC2)c1)Nc1ccc(Cl)cc1
0.1 | Cc1nn(-c2ccccc2)c(C)c1C(=O)OCC(=O)Nc1ccc(C(N)=O)cc1
1.3 | CCCc1ccc(C(O)c2ncc(-c3ccccc3F)[nH]2)cc1 (stereo unspecified)
0.1 | CCC(CC)C(=O)N(C)c1c(C)nc2c(OCc3ccc(C#N)cc3)cccn12
-1.5 | O=C(Nc1cccc2ccccc12)c1csc([C@@H]2C[C@H](O)[C@@H](CO)O2)n1
0.8 | COc1ccc(S(=O)(=O)N2CCCC(c3cc(C(=O)NCc4cccnc4)no3)C2)cc1 (stereo unspecified)
-1.9 | CCOC(=O)[C@]12CCCC=C1N(CCC1=CCCCC1)C(=O)[C@H](CC(=O)NCC1CCCCC1)C2
-2.1 | CCc1ccccc1Oc1nc2cc(-c3cccc(OC)c3)sc2c(=O)n1C
0.0 | Cc1ccc(C(=O)COC(=O)CN2C(=O)C3CC=CCC3C2=O)cc1C (stereo unspecified)
-0.9 | COc1ccc(S(=O)(=O)N2CCN(C(=O)c3ccc(COc4ccccc4)o3)CC2)cc1

5 entries from above, sorted by formula weight, low to high.
MPTP block | SMILES
-0.4 | CCCCn1nnnc1C(c1ccccc1)N1CCN(c2ncccn2)CC1 (stereo unspecified)
-2.1 | CCc1ccccc1Oc1nc2cc(-c3cccc(OC)c3)sc2c(=O)n1C
2.3 | Nc1[nH]c(C(=O)c2ccccc2)c(-c2ccccc2Cl)c1C(=O)c1ccccc1
-3.7 | Cc1csc(=O)n1CCC(=O)OCC(=O)Nc1ccc(N2CCOCC2)cc1
0.4 | CN1OC[C@@H]2CN(C(=S)NCCc3ccccc3)[C@H](c3ccc(-n4ccnc4)cc3)C[C@@H]21

Back to the main list, repeating the 2 entries before the break.
MPTP block | SMILES
0.0 | Cc1ccc(C(=O)COC(=O)CN2C(=O)C3CC=CCC3C2=O)cc1C (stereo unspecified)
-0.9 | COc1ccc(S(=O)(=O)N2CCN(C(=O)c3ccc(COc4ccccc4)o3)CC2)cc1
-0.4 | CCCCc1c(O)nc(SCC(=O)Nc2ccc(OC)cc2)n(-c2ccc(C)c(C)c2)c1=O
0.2 | CCOC(=O)C1C(C(=O)OCC)C2C(=O)C3C(C(=O)OCC)C(C(=O)OCC)C3C(=O)C12 (stereo unspecified)
5.3 | CCCCNC(=O)c1nc(-c2cc3ccccc3[nH]2)oc1-c1cccc(C(F)(F)F)c1
0.3 | CC[C@H](C)[C@@H]1NC(=O)[C@@H](CC(C)C)NC(=O)[C@H](C(C)C)NC(=O)[C@H]2CSSC[C@H](NC1=O)C(=O)N2
-1.3 | O=C(CCl)NC1(C(=O)O)CCCC1
-2.1 | C[C@H](CO)N1C[C@H](C)[C@H](CN(C)C(=O)Cc2cccnc2)Oc2ncc(Br)cc2C1=O
-0.6 | CC(C)C(NC(=O)OCc1ccccc1)C(=O)NC(Cc1c[nH]c2ccccc12)C(=O)O (stereo unspecified)
-1.0 | Cc1cc(F)cc(-c2cc(C(=O)NCc3ccccn3)[nH]n2)c1
0.1 | CCc1nc(CN2CCCC(C(=O)Nc3ccc(-c4cccc(OC)c4)cc3)C2)c(C)[nH]1 (stereo unspecified)
-1.3 | COc1cccc(-c2ccc3c(c2)C2CC3CCN2C(=O)c2ccc(-c3ccccc3)cc2)c1 (stereo unspecified)
0.0 | CCCCN(C)c1c(C)nc2ccc(C(=O)NCCc3c[nH]c4ccccc34)cn12
0.2 | O=C(Nc1ccc(Oc2ccccc2)cc1)c1ccc2nc([C@@H]3O[C@H](CO)[C@H](O)[C@H](O)[C@H]3O)[nH]c2c1
-3.0 | CN1C(=O)CC2(C)C1=CCc1scnc12 (stereo unspecified)
0.8 | O=C(Nc1ccc(OCCO)cc1)c1csc([C@@H]2O[C@H](CO)[C@H](O)[C@H](O)[C@H]2O)n1
0.3 | O=C(NCc1ccc(F)cc1)c1cc(C2CCCCN2C(=O)c2ccccn2)on1 (stereo unspecified)
0.6 | CC1=C(C(=O)N2CCOCC2)CC(CC(=O)NCCc2ccccn2)C(=O)N1Cc1ccc(C(C)(C)C)cc1 (stereo unspecified)
0.2 | CCOC(=O)N(C)C[C@H]1OCc2cn(nn2)CCCC(=O)N([C@H](C)CO)C[C@@H]1C
1.7 | Clc1ccc(-c2nc3ccc(Cl)cn3c2Cc2ccsc2)cc1
-2.6 | CCCCCCCCN1C(=O)[C@H](CC(=O)N2CCCC2)C[C@@]2(C(=O)OCC)CCCC=C12
2.0 | CC(=O)c1cccc(NC(=O)C2Cc3c(-c4cccc(F)c4)ccnc3O2)c1 (stereo unspecified)
-2.3 | O=C(NCC(F)(F)F)C1C(=O)Nc2ccccc2C(=O)N1Cc1ccccc1 (stereo unspecified)
0.4 | CN(C)c1ccc2c(=O)cc[nH]c2c1
0.6 | COc1ccc(CCCNC(=O)C2(C)Cc3c(-c4ccc(C(N)=O)cc4)ccnc3O2)cc1 (stereo unspecified)
2.4 | CCCCCCCCCc1conc1C(=O)CP(=O)(OC)OC
0.2 | Cn1c(=O)c2c(-c3ccccc3)n(-c3ccccc3F)cc2n(C)c1=O
1.0 | CCc1nnc(NS(=O)(=O)c2ccc(NC(=O)c3ccc([N+](=O)[O-])s3)cc2)s1
0.2 | COc1ccc(CCN2C(=O)CCC2(C)c2nnnn2-c2ccc3c(c2)OCCO3)cc1OC (stereo unspecified)
-0.1 | CCOC(=O)C1=CCN(S(=O)(=O)c2ccc(C)cc2)C1c1ccc(CC)cc1 (stereo unspecified)
-0.6 | COc1ccc(S(=O)(=O)NC(=O)C2(C)CCN2C(=O)Cc2cc(C)cc(C)c2)cc1OC (stereo unspecified)
0.7 | COC(=O)[C@@]12C[C@@H](CC(=O)NCC3CCCCC3)C(=O)N(Cc3ccccc3)C1=CCC(C)(C)C2

MPTP block | SMILES
-1.2 | CCOc1ccccc1N(CC(=O)Nc1ccccc1Br)S(=O)(=O)c1ccccc1
-0.9 | COc1cc(OC)c(NS(=O)(=O)c2cc(C(=O)NCCCN3CCOCC3)ccc2C)cc1Cl
1.3 | COc1ccccc1C(=O)NCCN1CCC(n2c(=O)[nH]c3ccccc32)CC1
-1.0 | CC1(C(=O)Nc2ccc3c(c2)OCCO3)CCN1C(=O)c1ccccc1CCc1ccccc1 (stereo unspecified)
1.1 | COC(=O)[C@]12CCCCC=C1N(Cc1ccc3c(c1)OCO3)C(=O)[C@H](CC(=O)NCc1ccc(OC)c(OC)c1)C2
-0.1 | COC(=O)[C@]12CCCCC=C1N(Cc1ccc(Cl)cc1Cl)C(=O)[C@H](CC(=O)NCCC(C)C)C2
0.1 | O=C(CCN1C(=O)CC1c1ccco1)N1CCOCC1 (stereo unspecified)
-2.3 | O=C(Nc1cc(C(F)(F)F)ccc1N1CCOCC1)c1cccc(S(=O)(=O)N2CCOCC2)c1
-0.9 | CCOC(=O)[C@]12CCC=C1N(Cc1ccc(Cl)cc1Cl)C(=O)[C@H](CC(=O)N1CCC(c3ccccc3)CC1)C2
2.2 | CC(=O)NC(c1ccc(F)c(F)c1)c1nc(-c2cccc(C(F)(F)F)c2)cs1 (stereo unspecified)
1.9 | COc1cccc(C(=O)NCCNc2nc3cc(C)cc(C)c3cc2C#N)c1
-0.8 | CC(=O)Nc1cncc(-c2ccccc2F)n1
0.4 | COc1cc(C(O)c2nc(-c3cccc(NC(C)=O)c3)cs2)ccc1F (stereo unspecified)
-1.3 | CCOc1cc(C=NNC(=O)N(c2ccccc2)c2ccccc2)ccc1O
0.1 | CC1(C(=O)Nc2ccc(Cl)c(Cl)c2)CCN1C(=O)CC1CCCC1 (stereo unspecified)
1.8 | CCOC(=O)C1=CCN(S(=O)(=O)c2ccccc2F)C1c1ccccc1 (stereo unspecified)
-0.2 | COc1cccc(-c2cnc(C(O)c3c(C)cccc3C)[nH]2)c1 (stereo unspecified)
2.5 | O=C(Nc1cccc(C(F)(F)F)c1)c1cccc2c(-c3cccnc3)coc12
-0.7 | C[C@@H](c1ccccc1)N1C[C@@H](COCc2ccccc2)Oc2cc(N3CC[C@@H](O)C3)ccc2S1(=O)=O
0.1 | COCCN1C(=O)CCC1(C)c1nnnn1Cc1ccccc1 (stereo unspecified)
0.1 | CN(C)c1ccc(C(=N)Cc2ccc3ccccc3n2)cc1
3.4 | Cc1ccc([C@@]2(OC(=O)c3ccccc3)C(=O)N(C(=O)OC(C)(C)C)c3ccccc32)cc1
-0.5 | COc1ccc(C(C)(NC(C)=O)c2nc(-c3cccc(NC(C)=O)c3)cs2)cc1 (stereo unspecified)
0.3 | CCCOc1ccc(/C=C/C(=O)N2CCN(C(=O)c3ccco3)CC2)cc1OC
0.0 | COc1ccc(OC)c(C(O)c2ncc(-c3ccccc3Cl)[nH]2)c1 (stereo unspecified)
-0.9 | CCCCNC(=O)c1[nH]c(=O)cnc1-c1ccccc1
-0.4 | O=C(NCc1ccc(Cl)c(Cl)c1)c1cc(C2CCCCN2C(=O)c2ccccn2)on1 (stereo unspecified)
-1.6 | CCc1cc2c(SCC(=O)N3CCN(C(=O)c4cccs4)CC3)ncnc2s1
-0.1 | COC(=O)[C@]12CCCCC=C1N(CCc1ccc(OC)c(OC)c1)C(=O)[C@H](CC(=O)NCc1cccc3ccccc13)C2
0.2 | COc1cc(OC)c(OC)cc1C=Cc1ccc2ccccc2n1

MPTP block | SMILES
0.0 | C[n+]1cccc(NC(=O)c2ccccc2)c1
2.7 | Cc1ccccc1-c1cnc(C(O)c2ccc(Cl)cc2C)[nH]1 (stereo unspecified)
-1.9 | CC(Oc1ccc(Cl)cc1)C(=O)Nc1cccc(S(=O)(=O)N2CCCC2)c1 (stereo unspecified)
-0.5 | C[C@H](CO)N1C[C@H](C)[C@@H](CN(C)S(=O)(=O)c2cn(C)cn2)Oc2cc(Br)ccc2S1(=O)=O
0.8 | CC(C)(C)c1ccc(CC(=O)N2CCC2(C)C(=O)NS(=O)(=O)c2ccc(F)cc2F)cc1 (stereo unspecified)
-0.6 | CCCCCC(=O)N1C[C@H](O)[C@@H](n2cc(-c3ccc(F)cc3)nn2)C[C@@H]1c1ccccc1
2.1 | OC[C@@H]1CN(Cc2ccccc2)C[C@H](n2cnc3c(NCc4ccco4)ncnc32)O1
-0.4 | C=Cc1ccc(Cn2c(C)c(C(=O)NCc3ccc(C#N)cc3)sc2=O)cc1
0.1 | O=C(OCc1ccccc1)N1CCC2CC1c1ccc(N3CCNCC3)cc12 (stereo unspecified)
0.9 | CC1=C(C(=O)N2CCCCCC2)CC(CC(=O)NCCc2ccccn2)C(=O)N1CCC1=CCCCC1 (stereo unspecified)
-2.7 | CC1=C(C(=O)N2CCCCCC2)CC(CC(=O)NCCCN(C)C)C(=O)N1CCCN1CCCC1=O (stereo unspecified)
1.5 | CCOC(=O)c1csc(-c2ccc(COC(=O)c3ccccc3)o2)n1
1.3 | COc1ccc(CN2C(=O)c3ccccc3C2c2nnnn2C(C)C)cc1 (stereo unspecified)
0.3 | Brc1ccc(-c2nc3c4ccccc4ccn3c2Cc2ccccc2)cc1
1.1 | CC(C)c1ccc(CC(=O)N2CCC2(C)C(=O)NCc2cccc3ccccc23)cc1 (stereo unspecified)
-0.6 | CCCCOCCCNC(=O)C[C@@H]1C[C@@]2(C(=O)OCC)CCCC=C2N(Cc2ccco2)C1=O
2.4 | COc1ccc(-c2ccc(C(=O)NCc3ccc(C(F)(F)F)cc3)c3occc23)c(C)c1
-2.7 | COc1ccccc1CN1C(=O)C(C)ON=C1c1ccccc1F (stereo unspecified)

Reprinted from above, three compounds:
MPTP block | SMILES
0.0 | C[n+]1cccc(NC(=O)c2ccccc2)c1
2.7 | Cc1ccccc1-c1cnc(C(O)c2ccc(Cl)cc2C)[nH]1 (stereo unspecified)
-1.9 | CC(Oc1ccc(Cl)cc1)C(=O)Nc1cccc(S(=O)(=O)N2CCCC2)c1 (stereo unspecified)
